# Hsp70 act = Hsp70 transcriptional activation, primary screen | HeLa Hsp70 promoter luciferase reporter, luminescence; scaled: vehicle 0, proteasome-inhibitor control 100% | actives 0.04% (n = 200,000) | AID 1203 | activation, % at 10 µM;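 active = activation above the mean across all tested compounds plus 3 SD, cutoff set per campaign, cut at about 5.5% in these data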;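 note: 100% = MG132 at 30 µM as the positive control and 0% = DMSO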
# S1P3 antagonist = antagonists of human S1P3 receptor; Q99500; CHO S1P3 NFAT-BLA reporter, FRET fluorescence, antagonist mode; inhibition, % at 4.98 µM; actives 0.27% (n = 170,000); AID 485;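 active = inhibition above the plate cutoff, the mean inhibition of test wells on that plate plus 3 SD, cut at about 28% in these data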;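 note: cells challenged with S1P at its EC80 of 0.8 µM; blue over green emission ratio from cleaved BLA substrate after 4 h stimulation; 0% = S1P-stimulated wells and 100% = unstimulated DMSO-only wells; some compounds past the cut are filed as inactive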
# Target sequence (Q99500 whole entry, looked up): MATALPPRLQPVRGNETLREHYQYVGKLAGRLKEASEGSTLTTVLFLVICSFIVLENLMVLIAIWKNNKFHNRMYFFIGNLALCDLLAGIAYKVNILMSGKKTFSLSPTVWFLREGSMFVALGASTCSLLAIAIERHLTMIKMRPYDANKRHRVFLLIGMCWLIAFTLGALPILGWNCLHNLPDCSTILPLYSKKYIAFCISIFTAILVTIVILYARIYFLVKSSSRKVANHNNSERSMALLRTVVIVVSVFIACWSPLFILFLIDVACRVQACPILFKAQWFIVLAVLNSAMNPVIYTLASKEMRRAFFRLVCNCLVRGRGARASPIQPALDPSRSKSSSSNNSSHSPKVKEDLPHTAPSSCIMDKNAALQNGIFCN
# Lmaj promast = reduces viability of Leishmania major promastigotes | resazurin fluorescence viability | inhibition, % at 10 µM | actives 9% (n = 200,000) | AID 1063; in the data active = inhibition above about 50%;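 note: promastigotes grown with compound for 44 hours at 28 °C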
# PMI act = increases human mannose-6-phosphate isomerase activity; P34949; purified human PMI, coupled resazurin fluorescence, 20 min; stronger effect = higher value; 1 = vehicle control, 0 substrate-free wells; activation factor at 20 µM; actives 0.005% (n = 190,000); AID 1214;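 active = activation factor of 2 or more at 20 µM, relative to plate controls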
# RAM inhibit = blocks the yeast RAM network; actives 1.8% (n = 190,000); AID 868; S. cerevisiae dse1pr::URA3 reporter, 5-FOA growth OD615, 2 d; analog-sensitive cbk1-as2 kinase mutant strain; inhibition, % at 50 µM;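 active = inhibition above a set limit, 3 SD over mean compound inhibition, cut at about 8.4% in these data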;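 note: 0% = DMSO-only wells with no growth and 100% = 10 µM 1-NA-PP1 full growth; inhibition rescues growth on 5-FOA so higher OD means more RAM inhibition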
# TNAP inh hiacc = TNAP (human) inhibition, high acceptor | P05186 | purified TNAP, CDP-star luminescence, 1 M DEA | inhibition, % at 20 µM | actives 0.03% (n = 200,000) | AID 1135;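 active = over 50% inhibition of tissue-nonspecific alkaline phosphatase at 20 µM in the single-dose screen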;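 note: plate controls were DMSO wells for no effect and EDTA-quenched wells as full inhibition for full effect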
# Target sequence (P05186 whole entry, looked up): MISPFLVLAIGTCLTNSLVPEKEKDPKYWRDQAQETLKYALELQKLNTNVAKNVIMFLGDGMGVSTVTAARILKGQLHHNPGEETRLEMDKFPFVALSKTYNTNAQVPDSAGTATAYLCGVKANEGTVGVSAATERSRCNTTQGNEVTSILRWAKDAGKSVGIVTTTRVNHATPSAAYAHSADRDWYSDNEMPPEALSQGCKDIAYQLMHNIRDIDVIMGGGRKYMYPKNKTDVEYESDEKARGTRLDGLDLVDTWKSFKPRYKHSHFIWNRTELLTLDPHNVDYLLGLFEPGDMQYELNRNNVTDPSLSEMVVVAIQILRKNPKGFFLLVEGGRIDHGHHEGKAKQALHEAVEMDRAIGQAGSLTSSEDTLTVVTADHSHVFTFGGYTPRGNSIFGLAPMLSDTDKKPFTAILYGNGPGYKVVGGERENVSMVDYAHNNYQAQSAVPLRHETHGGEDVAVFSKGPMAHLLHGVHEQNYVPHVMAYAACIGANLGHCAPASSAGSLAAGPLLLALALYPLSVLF
# PMI act satM6P = increases human PMI activity with near-saturating mannose 6-phosphate | P34949 | coupled PMI enzyme assay, resazurin fluorescence, 20 min; stronger effect = higher value; 1 = untreated enzyme, 0 = substrate-free blank | activation factor at 20 µM | actives 0.34% (n = 190,000) | AID 1216;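 active = activation factor of 2 or more at 20 µM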
#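 Test system: human PMI in coupled enzyme assay; Input: PMI at 15 ng/mL final; Medium: HEPES buffer, pH 7.4; Schedule: 20 min incubation at room temperature; Technique: resorufin fluorescence at Ex 544/Em 590 nm; Compound: 20 µM single dose; Probe or stimulus: Near-saturating mannose-6-phosphate, 1.0 mM.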
# TNAP inh no acc = blocks human TNAP activity with no phosphate acceptor present; purified TNAP, CDP-star luminescence, 30 min; P05186; actives 0.26% (n = 200,000); inhibition, % at 20 µM;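 active = tissue-nonspecific alkaline phosphatase inhibition above about 50% at 20 µM in the single-dose screen, limit read from the data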;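 note: 0% = DMSO negative control and 100% = EDTA positive control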
# HMGR II inh = inhibitors of class II HMG-CoA reductase from Enterococcus faecalis | purified E. faecalis HMGR, NADPH absorbance 340 nm kinetic | inhibition, % at 10 µM | actives 0.41% (n = 190,000) | AID 1066;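 active = inhibition above a set limit, the median over all tested compounds plus 3 SD, cut at about 9.5% in these data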;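 note: enzyme runs in reverse so mevalonate oxidation gives rising NADPH absorbance; 0% = complete reaction with DMSO and 100% = background rate lacking mevalonate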
# Redox H2O2 prof = compounds producing H2O2 with reducing agent – biochemical, NIH compound library profiling, artefact control for MLSCN library redox annotation, primary screen; DTT-dependent redox cycling H2O2, phenol red/HRP absorbance; 100% = 100 µM peroxide control, 0% = buffer; activation, % at 10 µM; actives 0.03% (n = 200,000); AID 878;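 active = activation of at least 50% relative to the plate's high and low controls in the primary single-dose screen; inactive = activation below 50%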;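 note: compound incubated with DTT at 0.8 mM final as the reducing agent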
# * hit, by the source's call; . = not tested or not shown.
Molecule	Hsp70 act	S1P3 antagonist	Lmaj promast	PMI act	RAM inhibit	TNAP inh hiacc	PMI act satM6P	TNAP inh no acc	HMGR II inh	Redox H2O2 prof
Clc1cccc2sc(N3CCCCC3)nc12	-0.1	2	-5	0.9	1.7	1	0.9	-7	3	2.1
COc1ccccc1/C=C/C(=O)c1c2c(c(C)[nH]c1=O)CCCC2	-0.2	.	77*	0.7	1.2	0	0.6	-3	0	-2.6
CSc1ccccc1C(=O)C1CCCN(S(=O)(=O)N(C)C)C1 (centres undefined)	-0.3	3	89*	1.1	0.0	-10	1.1	-10	-6	0.7
C=CCNC(=S)N(CC=C)C1CCS(=O)(=O)C1 (centres undefined)	-0.4	5	-7	1	-0.1	3	1.1	6	1	-0.2
O=C(Nc1cc(C(=O)N2CCCC2)ccc1N1CCCC1)c1ccccc1F	0.2	6	-4	1.2	1.5	-8	1.3	-8	0	0.6
CCOC(=O)c1c(NC(=O)c2ccco2)n(C2CCCCC2)c2nc3ccccc3nc12	-0.3	.	100*	0.5	2.3	-6	0.4	-18	0	-4.7
COc1ccc(NC(=O)C(c2ccc(C)cc2)N(C)C(=O)CC2NC(=O)NC2=O)cc1 (centres undefined)	-0.3	4	-4	1	1.4	2	1.1	-20	1	-0.1
CN(CCC#N)CC(=O)Nc1ccc(S(N)(=O)=O)cc1	0.1	-17	-3	1	0.0	-3	1	-7	-3	0.4
O=C1C2C(C(=O)N1CCc1ccccc1)C1C=CC2C12CC2 (centres undefined)	0.0	.	-5	0.8	2.0	-2	0.9	-7	-2	0.2
CN(C)CCNC(=O)c1ccccc1-c1ccccc1	-0.4	-16	1	1	4.9	-2	1	-10	-1	3.3
Cc1nc2ccc(S(=O)(=O)NCC(=O)N(C)Cc3ccccc3)cc2s1	0.0	-30	2	0.9	1.8	-5	0.8	-11	1	-0.8
CN(C)C=Nc1ncc2c([nH]c3ccccc32)c1C#N	-0.3	-2	2	1.2	-0.4	-8	1	4	-6	1.8
COc1ccccc1C(=O)n1nc(-c2cccnc2)nc1N	0.0	5	-3	1	0.7	-5	1	2	0	-2.3
COC(=O)c1ccc(-c2noc(CN(C)CCC3CCCCO3)n2)cc1 (centres undefined)	-0.2	-5	1	1.1	2.5	0	1	3	-1	-1.0
Cc1nc2ccccc2c(=O)n1NC(=O)c1cccnc1Cl	0.0	-4	-5	1.1	-0.1	-1	1	-4	-1	0.8
CCn1nnnc1SCC(=O)Nc1nc2ccccc2s1	-0.1	-9	-3	0.9	1.0	-6	0.9	-11	-5	0.2
Cn1cc([N+](=O)[O-])c(C(=O)Nc2ccn(C34CC5CC(CC(C5)C3)C4)n2)n1	-0.1	-11	0	0.9	1.3	0	1	-1	0	-0.1
Cc1ccc2cccc(Oc3ncnc4scc(-c5ccc(Cl)cc5)c34)c2n1	0.0	-13	35	0.8	2.4	-4	0.9	-1	-5	1.5
COc1cccc(CN2CCN(Cc3cc(OC)c(OC)cc3[N+](=O)[O-])CC2)c1	-0.2	.	60*	0.5	0.1	-6	0.5	-12	-2	-4.8
O=C(NCc1ccccn1)C(=O)C1C(=O)Nc2ccccc21 (centres undefined)	0.1	-6	-2	1.4	-1.4	-5	1.1	-7	-3	-1.9
COc1ccc(CC(NC(C)=O)C(=O)NC2CCN(C(=O)Nc3ccc(Cl)cc3)CC2)cc1OC (centres undefined)	-0.1	.	-1	1	1.7	1	1	-5	1	3.4
CCOC(=O)c1c(C)c(-c2ccccc2)n(CC(=O)N2CCCC2)c1C	0.0	5	-3	0.9	2.8	-8	1	-7	2	-0.4
CC1CCCN(CCC(=O)Nc2ccc3c(c2)CCC3)C1 (centres undefined)	-0.3	.	61*	1.2	0.6	-2	1.1	-3	-3	-0.2
O=C(Nc1cccnc1)c1ccc(Cl)c([N+](=O)[O-])c1	0.4	-1	1	1	1.4	-4	1	2	-2	0.0
CN(/C=C/c1c([N+](=O)[O-])c(=O)n(C)c(=O)n1C)c1ccccc1	-0.5	-7	20	1.1	-0.2	-4	0.9	9	-4	-0.6
Cc1ccc(C2CC(c3ccco3)n3nc(N)nc3N2)cc1 (centres undefined)	0.1	3	-1	0.9	0.2	0	0.9	-8	1	-0.9
O=C(NC1(C(F)(F)F)N=C2SCCN2C1=O)c1ccco1 (centres undefined)	0.2	4	-1	1	-0.2	-5	0.9	-9	-1	-4.6
O=C(COC(=O)c1ccc(O)cc1)Nc1ccc(OC(F)F)cc1	-0.3	-4	-4	1	0.0	-9	1	-18	0	0.1
CN(C(=O)CSCC(=O)O)C1CCCCC1	-0.4	3	-4	0.9	0.7	3	0.9	1	-7	-0.5
CCOC(=O)c1c(C=O)c(C)n(Cc2ccccc2)c1C	0.3	.	-4	1	-0.7	-8	1	-18	-2	0.0
c1ccc(C(c2nnnn2C2CCCCC2)N2CCc3ccccc3C2)nc1 (centres undefined)	-0.1	-11	24	1.4	1.5	-5	1.2	-14	0	3.2
COc1ccc2c(c1)C(c1ccc(N3CCOCC3)cc1)=NNC(c1cccnc1)=N2	-0.4	-8	4	0.8	3.0	-3	0.9	-18	-6	-0.3
COc1ccc(C(=O)c2c(C(F)(F)F)oc3c2C(=O)c2ccccc2C3=O)cc1OC	-0.7	.	100*	1.3	2.4	-5	1.6	-8	0	0.2
CCc1ccc(NCCC(=O)c2ccc(Br)cc2)cc1	-0.3	.	-2	0.9	0.8	3	0.8	-3	-5	-0.1
O=C(C1CC(Cl)CN1S(=O)(=O)c1ccc(Cl)cc1)N1CCOCC1 (centres undefined)	0.1	-15	5	1	0.5	-4	1	-5	0	-2.5
Cc1sc2ccccc2[n+]1CCC(C)S(=O)(=O)[O-] (centres undefined)	-0.1	.	-4	1	2.1	-3	1	-5	-2	3.0
CCN1CCCC1CNC(=O)CCc1nnc(CCC2CCCCC2)o1 (centres undefined)	-0.2	-6	-6	1	-0.1	-6	1	-13	-4	0.0
C#CCOCCOCCOCCNc1nc(N2CCN(C(=O)Cn3cc(CCO)nn3)CC2)nc(N2CCN(C(=O)[C@H]([C@@H](C)O)n3cc(CCCCN)nn3)CC2)n1	-0.3	0	-3	1.2	2.0	-6	1.2	-13	-1	0.2
C=CCc1cc(/C=C2/NC(=O)N(CC)C2=O)cc(OCC)c1OCc1ccc(C(=O)O)cc1	-0.5	-8	0	1.1	0.4	-2	1	2	-2	0.3
Cc1cc(C)nc(Nc2n[nH]c(COc3ccc(Cl)cc3)n2)n1	0.1	25	3	1	1.2	-6	1.1	-72	-6	-0.3

# Sorted by value in HMGR II inh (descending): 3 from the list above.
canonical_smiles | Hsp70 act | S1P3 antagonist | PMI act | RAM inhibit | TNAP inh hiacc | PMI act satM6P | TNAP inh no acc | HMGR II inh | Redox H2O2 prof
CCOC(=O)c1c(C)c(-c2ccccc2)n(CC(=O)N2CCCC2)c1C | 0.0 | 5 | 0.9 | 2.8 | -8 | 1 | -7 | 2 | -0.4
O=C(COC(=O)c1ccc(O)cc1)Nc1ccc(OC(F)F)cc1 | -0.3 | -4 | 1 | 0.0 | -9 | 1 | -18 | 0 | 0.1
COc1ccc2c(c1)C(c1ccc(N3CCOCC3)cc1)=NNC(c1cccnc1)=N2 | -0.4 | -8 | 0.8 | 3.0 | -3 | 0.9 | -18 | -6 | -0.3

# (continued)
Molecule	Hsp70 act	S1P3 antagonist	Lmaj promast	PMI act	RAM inhibit	TNAP inh hiacc	PMI act satM6P	TNAP inh no acc	HMGR II inh	Redox H2O2 prof
Cc1cccc(N/C=C/C(=C(C#N)C#N)N(C)C)c1	-0.2	.	4	0.9	-0.7	-1	0.9	-8	-3	-0.9
c1ccc(Cc2noc(CN3CCN(Cc4ccc5c(c4)OCO5)CC3)n2)cc1	0.1	-1	90*	1	1.1	-2	1	-3	-4	-0.6
COC(=O)Cc1ccc(OCc2ccc(Cl)nc2)cc1	0.1	9	-5	0.9	0.9	20	0.9	0	-4	0.8
CC1Cc2ccccc2N1C(=O)CSc1nnc(-c2ccc(S(=O)(=O)N3CCCC3)cc2)n1C (centres undefined)	0.2	-6	98*	0.4	0.7	0	0.4	-6	0	-0.2
CCOC(=O)c1cnc2ccc(OCC)cc2c1NCc1ccccc1OC	-0.1	0	97*	0.7	3.7	-2	0.6	0	-2	1.0
CCCn1cc(NC(=O)c2cc3n(n2)C(C(F)(F)F)CC(c2ccccc2)N3)cn1 (centres undefined)	-0.4	-27	6	0.8	5.0	-6	0.8	-11	-1	2.7
CSCc1cc(N2CCCC2)nc(-c2ccccc2)n1	-0.1	-9	68*	1	2.3	0	0.9	-8	4	-0.5
Cc1cccc(Cn2c(=O)n(-c3ccc(CC(=O)NCc4ccco4)cc3)c(=O)c3sccc32)c1	0.1	.	63*	1.1	3.5	-5	1	19	-1	0.1
COc1ccc(-c2cc(N3C(=O)Nc4ccccc4N3O)n[nH]2)cc1	0.0	0	-5	0.8	0.4	2	0.8	75*	0	0.1
CCOC(=O)N1CCN(C(=O)/C(=C/c2cccs2)NC(=O)c2cccs2)CC1	-0.1	-13	1	1	1.0	-5	1.1	-4	-4	0.4
Cc1[nH]c2ccccc2c1C(=O)COC(=O)C1CC(=O)N(Cc2ccccc2)C1 (centres undefined)	-0.2	.	-2	0.9	0.4	-1	1	-2	-2	0.9
CCCOc1ccc(C2NC(=O)NC2=O)cc1 (centres undefined)	-0.1	.	-8	1	0.9	3	1	-2	-2	3.0
COc1ccc(-c2nn(-c3ccccc3)cc2/C=C/C(=O)N2CCOCC2)cc1OC	-0.5	5	28	1	0.4	-2	0.9	-24	-3	-1.6
O=S(=O)(Nc1cccnc1)c1cccs1	0.2	-31	12	1	0.5	-3	1	-7	-1	2.6
COc1ccc(N2COC3c4cccc5cccc(c45)C32)cc1 (centres undefined)	-0.3	.	75*	1	0.6	-1	0.8	-10	-2	0.5
O=C1c2ccccc2C(Nc2cccc(C(F)(F)F)c2)N1Cc1ccco1 (centres undefined)	-0.1	-4	35	0.9	4.2	-4	1	-12	-2	0.2
O=C(Nc1nnc(-c2ccc3c(c2)CCCC3)o1)c1ccccc1Cl	-0.3	-7	12	1.1	0.9	-8	1.1	-18	-5	-1.2
Cc1cc(-c2nn3c(-c4ccccc4)nnc3s2)c2ccccc2n1	-0.2	26	22	0.7	3.5	2	0.9	-8	-1	0.2
CCOC(=O)c1sc2nc(SCC(=O)NCc3ccco3)n(Cc3ccccc3)c(=O)c2c1C	0.2	-4	-7	1	2.1	-2	1.1	2	-2	-0.1
CCCSc1ccc(-c2nn(-c3ccccc3)cc2/C=C(/C#N)C(=O)N2CCOCC2)cc1	-0.1	14	41	1	8.8*	7	1	1	-2	1.5
O=C(O)C1CCCN1C(=O)c1cccs1 (centres undefined)	-0.3	-8	-1	1.1	1.8	-6	1.1	-15	2	-1.0
CC1CCc2c(C(=O)OCC(=O)Nc3cccc(S(=O)(=O)N4CCCCCC4)c3)csc2C1 (centres undefined)	-0.5	-9	83*	0.9	4.8	-5	0.8	-14	5	0.6
